From PubChem
CD40 NFkB inh – CD40 pathway inhibition in BL2 cells. BL2 NF-kB luciferase reporter, CD40L-induced, 4 h. inhibition, % at 10 µM. hit rate 0.94% among 83,000;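 active means mean inhibition of at least 50% with a set share of replicates also reaching that level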;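 further: 0% = neutral control wells and 100% = IKK inhibitor VII at 50 µM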
* marks the source's active call; other numbers are inactive results; & = joins results of further samples; [ ] = dose if it differs, or a comment. The list is partial, so the mix of outcomes need not match the whole.

CD40 NFkB inh	SMILES
-1	C/C(=N/NC(=O)C(O)(c1ccccc1)c1ccccc1)c1ccc([N+](=O)[O-])o1
13	O=C(COc1ccccc1F)NC1CC1
12	COC(=O)[C@H](C)NC(=O)COc1ccccc1
-58	C=CCC1(CC=C)CCCN1C(=O)c1ccc2oc(CCCC)nc2c1
-10	C=CCN(CC=C)C(=S)Nc1ccc(OC)c(OC)c1
-7[25 µM]	O=C(Nc1ccccc1Cl)N1[C@H](CO)[C@H]2c3ccccc3NC[C@H]21
30	COCCn1ccc2c(OCC(=O)Nc3cc(OC)ccc3OC)cccc2c1=O
6	Cc1ccc(NC(=O)COC(=O)c2ccc(S(=O)(=O)N3CCCC3)cc2)cc1
3	COc1ccc(C)cc1NC(=O)Cn1cnnn1
1	CS(=O)(=O)N1CC(C(=O)NN)Oc2ccc(Cl)cc21 (configuration not stated)
-49	C/C(N)=C(/C#N)C(=O)COC(=O)CNC(=O)c1ccc(Cl)cc1Cl
11	CC(OC(=O)C1CC1C)C(=O)Nc1ncc(Cl)cc1Cl (configuration not stated)
8	CC(=O)Nc1cccc(NC(C)=O)n1
7	COC(=O)C1CCN(C(=O)COc2ccc(Cl)cc2)CC1
11	Cc1ccc(NC(=O)COC(=O)C2CCC2)cc1S(=O)(=O)N1CCCCC1
-2[25 µM]	COc1ccc(S(=O)(=O)Nc2ccc3c(c2)C(=O)N([C@H](C)CO)C[C@H](C)[C@@H](CN(C)C(=O)Nc2c(C)noc2C)OCCCC[C@H](C)O3)cc1
6	COc1ccc(CC(=O)Nc2ccccc2NC(=O)c2ccco2)cc1OC
10	NC(=O)C1CCN(C(=O)CC2(CC(=O)O)CCCCC2)CC1
14	COc1cccc(COC(=O)C2CCN(S(=O)(=O)c3ccc(F)cc3)CC2)c1OC
1	CCC(C)NC(=O)COc1ccccc1[N+](=O)[O-] (configuration not stated)
6	O=C(CSc1n[nH]c(=O)n1C1CC1)Nc1ccc(Cl)cc1Cl
-85	COc1ccccc1-c1ccc(SCc2ccccc2)nn1
-2	CCC1(c2ccccc2)NC(=O)N(CC(=O)Nc2ccccc2C(=O)N2CCCCC2)C1=O (configuration not stated)
-45	CC(=O)Nc1cc(-c2ccc(Cl)cc2)[nH]n1
6	Cc1cc(C(=O)Cn2nc(C(=O)O)c3ccccc3c2=O)c(C)n1-c1ccc(OC(F)F)cc1
0	O=C(Nc1cccc(C(=O)N2CCN(c3ccccc3)CC2)c1)c1ccco1
-73	Cc1nnc(NC(=O)c2ccc3ccccc3c2)s1
3	COc1ccccc1NC(=O)Cn1c(C)cc(=O)c2cccc(OC)c21
20	C[C@@H]1CN([C@@H](C)CO)C(=O)Cc2cc(NC(=O)Nc3ccc(C(F)(F)F)cc3)ccc2O[C@@H]1CN(C)CC1CCCCC1
2	CCc1ccc(NC(=O)Cn2nc(C)c([N+](=O)[O-])c2C)cc1
8	CN1C(=O)c2cc(NC(=O)C3CCCCC3)ccc2OC[C@@H]2O[C@@H](CC(=O)NC3CCCC3)CC[C@@H]21
15	O=C(NCCCN1CCOCC1)c1cc(-c2ccco2)nc2ccccc12
-2	CCN(CC(=O)Nc1ccc(C)c(F)c1)CC(=O)NC(C)C
26	CCOC(=O)c1c(NC(=O)Cn2c(C)nc3ccccc32)sc2c1CCC2
3&24	N#Cc1ccc(-c2ccc(C3[C@@H]4CN(C(=O)C5CCCC5)C[C@H]3N4)cc2)cc1 (some centres not stated)
4	COc1ccc(OCc2cccc(C(=O)Nc3cc(C)on3)c2)cc1
-2	Nc1ccc(C2CCCc3nonc32)c2nonc12 (configuration not stated)
-18	O=C(CCNC(=O)c1ccccc1Cl)NCC(c1ccco1)N1CCCC1 (configuration not stated)
11	CC1CC(C)CN(S(=O)(=O)c2cccc(C(=O)OCCN3CCCC3=O)c2)C1 (configuration not stated)
-9	O=S(=O)(c1ccccc1)N1CC[C@@H]2[C@@H](CO)Nc3ccc(-c4ccccc4F)cc3[C@@H]21
-4[25 µM]	COCC(=O)Nc1ccc2c(c1)OC[C@@H](C)N(Cc1ccccc1C(=O)O)C[C@@H](C)[C@H](OC)CN(C)C2=O
5	O=C(COC(=O)c1ccc(F)c(S(=O)(=O)N2CCOCC2)c1)NCc1ccc2c(c1)OCO2
-6	CCc1nc2ccc(C(=O)N(C)CC(=O)Nc3cccc(F)c3)cc2nc1CC
-4	CN(C(=O)C1CC1)C1CCS(=O)(=O)C1 (configuration not stated)
-10[25 µM]	O=C(C[C@@H]1C[C@H]2c3cc(NC(=O)C4CCC4)ccc3O[C@H]2[C@@H](CO)O1)NCc1ccc(Cl)cc1
-1	CN(C)C(=O)c1cccc(-c2ccc([C@@H]3[C@@H](C#N)N(C(=O)C4CCCC4)[C@H]3CO)cc2)c1
-35	COc1ccc(/C=N/NC(=O)c2ccn[nH]2)cc1Cn1nc(C)c([N+](=O)[O-])c1C
-2[25 µM]	Fc1ccccc1CN1[C@@H]2CNC[C@H]1C2c1ccc(-c2ccccc2)cc1 (some centres not stated)
-13[25 µM]	Cc1noc(C)c1NC(=O)N(C)C[C@H]1Oc2cc(C#CCN(C)C)ccc2S(=O)(=O)N([C@H](C)CO)C[C@H]1C
-5	Cc1ccc(OC(=O)N(C)C[C@H]2OCc3cn(nn3)CCCC(=O)N([C@H](C)CO)C[C@@H]2C)cc1
0	CN1[C@H](C(=O)NC2CCC2)[C@@H](CO)[C@@H]2Cn3c(ccc(-c4cccc(F)c4)c3=O)[C@@H]21
18	Cc1onc(-c2ccccc2)c1C(=O)NCC(=O)Nc1cc(Cl)ccc1Cl
6	CCOC(=O)c1c(C)noc1-c1ccco1
-28	O=C(CCCn1c(=O)oc2ccccc21)N1CCN(c2ccccn2)CC1
-13[25 µM]	CO[C@@H](CN(C)S(=O)(=O)c1cccc(Cl)c1)[C@H](C)CN(C(=O)Nc1ccccc1F)[C@H](C)CO
4	CCCS(=O)(=O)N1CCN=C1SCc1cccnc1
12	Cc1cc(C)n2nnnc2c1C#N
-18[25 µM]	N#Cc1cccc(-c2ccc3c(c2)[C@H]2[C@H](CCN2Cc2cncnc2)[C@H](CO)N3)c1
7	CC(=O)c1nnn(-c2ccccc2C#N)c1C
9	CCOc1ccc(C(=O)NCC(=O)N2CCCCCCC2)cc1OCC

Later entries
CD40 NFkB inh	SMILES
-14	COc1cccc(/C=N/NC(=O)CCn2nnc3ccccc32)c1
3	CC(O)CNC12CC3CC(CC(C3)C1)C2 (configuration not stated)
1	Cc1ccc(S(=O)(=O)NCCC2(C(C)C)CCOC(C)(C)C2)cc1 (configuration not stated)
12[25 µM]	C[C@@H]1CCCCO[C@@H](CN(C)S(=O)(=O)c2ccccc2)[C@H](C)CN([C@@H](C)CO)C(=O)c2cc(NC(=O)Nc3ccc4c(c3)OCO4)ccc2O1
3	Cn1nc(N)c2ncc(C(Cl)(Cl)Cl)nc21
3	CC(NC1=CC(=O)c2cccnc2C1=O)C(O)c1ccccc1 (configuration not stated)
-69	S=C(NN=Cc1ccccn1)N(Cc1ccccn1)Cc1ccccn1
19	CCOC(=O)c1c(-c2cccs2)csc1NC(=O)CN(CC)CC
15[25 µM]	N#C[C@H]1[C@H](c2ccccc2-c2cccc(F)c2)[C@@H](CO)N1C(=O)NC1CCCCC1
-35	O=C(CCn1cnnn1)Nc1ccc(F)cc1
7	Cc1sc(NC(=O)c2oc3ccccc3c2C)c(C#N)c1C
11	Cn1nc([N+](=O)[O-])nc1Oc1ccccc1F
-7	O=C(Nc1ccc(NC(=O)c2cccs2)cc1)c1cccnc1
7	CCOCCn1c(SCC)nc2c1c(=O)[nH]c(=O)n2C
-14[25 µM]	C[C@H](NC(=O)C[C@@H]1CC[C@@H]2[C@H](COc3ccc(NC(=O)C4CCOCC4)cc3C(=O)N2C)O1)c1ccccc1
25[25 µM]	Cc1ccc(-c2ccccc2[C@@H]2[C@@H](CO)N(C(=O)NC3CCCC3)[C@H]2C#N)cc1
-4	O=C(Nc1ccon1)c1cc(-c2ccccc2)nc2ccccc12
-19[25 µM]	CN1CCCCN2[C@H](CO)[C@@H](c3ccc(/C=C/c4ccccc4)cc3)[C@H]2C1
-14	Cc1ccc(S(=O)(=O)N(C)C)cc1NC(=O)COC(=O)/C=C/c1ccc(F)cc1
2	CN(Cc1cccnc1)C(=O)CCCc1c[nH]c2ccccc12

Molecules shown so far with a nitro group on carbon:
CD40 NFkB inh	SMILES
-1	C/C(=N/NC(=O)C(O)(c1ccccc1)c1ccccc1)c1ccc([N+](=O)[O-])o1
1	CCC(C)NC(=O)COc1ccccc1[N+](=O)[O-] (configuration not stated)
2	CCc1ccc(NC(=O)Cn2nc(C)c([N+](=O)[O-])c2C)cc1
-35	COc1ccc(/C=N/NC(=O)c2ccn[nH]2)cc1Cn1nc(C)c([N+](=O)[O-])c1C
11	Cn1nc([N+](=O)[O-])nc1Oc1ccccc1F

(further entries)
CD40 NFkB inh	SMILES
4	O=C(c1ccccn1)N1C[C@H]2[C@@H](c3ccccc31)[C@@H](CO)N2C(=O)Nc1ccccc1F
3	Cc1c(C#N)c(N)nc(Cl)c1C#N
-123	Cc1ccc(OCC(=O)N2CCCCC2)c(Br)c1
10	Cc1ccc([N+](=O)[O-])cc1N
-3	CCOc1cc(NC(=S)Nc2ccc(Cl)cc2)c(OCC)cc1NC(C)=O
-133	CCN(CC)c1ccc(NC(=S)NCC2CCCO2)cc1 (configuration not stated)
-7[25 µM]	COc1ccccc1-c1ccc2c(c1)[C@@H]1[C@@H](CCN1C(=O)C1CCC1)[C@H](CO)N2
6	COc1cccc(-c2ccc3c(c2)[C@H]2[C@H](CCN2C(=O)C2CC2)[C@@H](CO)N3)c1
-25	COc1ccc(NC(=O)N2C[C@@H]3N[C@H](C2)C3c2ccc(-c3cccc(OC)c3)cc2)cc1 (some centres not stated)
-1	Cn1c(=O)n(C)c2cc(S(=O)(=O)NCc3ccco3)ccc21
-7	Cc1ccc(-n2nc(C)c(C3(O)C(=O)N(C)c4ccccc43)c2N)cc1 (configuration not stated)
8	Cc1cc(C(=O)NC2CCCC(C)C2C)c2ccccc2n1 (configuration not stated)
10	CC(C)Cn1c(N)c(C(=O)COC(=O)C2CCCN2C(=O)c2cccs2)c(=O)n(C)c1=O (configuration not stated)
-27	CCN(CC)c1ccc(NC(=O)COC(=O)C2CCN(c3ccc(C(F)(F)F)cn3)CC2)cc1
4	O=C(Cc1ccccc1)Nc1ccc(-c2nnc(-c3ccco3)o2)cc1
-12	CN(C)C(=O)Nc1cnc2ccccc2c1
14[25 µM]	COCC(=O)NC[C@@H]1[C@H](c2ccc(C3=CCCC3)cc2)[C@H](CO)N1C(=O)C1CC1
6	COC(=O)c1c(NC(=O)c2cnccn2)sc2c1CCC2

6 compounds out of the list, sorted by count of non-hydrogen atoms, falling:
CD40 NFkB inh	SMILES
-27	CCN(CC)c1ccc(NC(=O)COC(=O)C2CCN(c3ccc(C(F)(F)F)cn3)CC2)cc1
10	CC(C)Cn1c(N)c(C(=O)COC(=O)C2CCCN2C(=O)c2cccs2)c(=O)n(C)c1=O (configuration not stated)
6	COc1cccc(-c2ccc3c(c2)[C@H]2[C@H](CCN2C(=O)C2CC2)[C@@H](CO)N3)c1
8	Cc1cc(C(=O)NC2CCCC(C)C2C)c2ccccc2n1 (configuration not stated)
6	COC(=O)c1c(NC(=O)c2cnccn2)sc2c1CCC2
10	Cc1ccc([N+](=O)[O-])cc1N
